# NPYLR7 agonist: activates Aedes aegypti NPYLR7 receptor. HEK293T NPYLR7/Galpha15, GCaMP6s calcium fluorescence. AID 1259423. activation, % at 10 µM. hit rate 0.15% among 270,000; in the data active = activation above about 40%;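 also: 0% = vehicle and 100% = reference agonist at the receptor; some compounds past the cut are filed as inactive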
# mcGAS inh: mouse cGAS inhibition by luminescence; Q8C6L5; recombinant cGAS, Kinase-Glo ATP depletion luminescence; inhibition, % at 12.5 µM; hit rate 0.15% among 160,000; AID 1259399;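 also: 0% = negative control wells and 100% = reference inhibitor with no enzyme activity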
# hcGAS inh: human cGAS inhibition; recombinant h-cGAS, ATP depletion, Kinase-Glo luminescence; inhibition, % at 12.5 µM; AID 1259398; hit rate 0.081% among 290,000; Q8N884;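 also: 0% = vehicle reaction and 100% = reaction without DNA for no activity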
# Target sequence (Q8N884 whole entry, looked up): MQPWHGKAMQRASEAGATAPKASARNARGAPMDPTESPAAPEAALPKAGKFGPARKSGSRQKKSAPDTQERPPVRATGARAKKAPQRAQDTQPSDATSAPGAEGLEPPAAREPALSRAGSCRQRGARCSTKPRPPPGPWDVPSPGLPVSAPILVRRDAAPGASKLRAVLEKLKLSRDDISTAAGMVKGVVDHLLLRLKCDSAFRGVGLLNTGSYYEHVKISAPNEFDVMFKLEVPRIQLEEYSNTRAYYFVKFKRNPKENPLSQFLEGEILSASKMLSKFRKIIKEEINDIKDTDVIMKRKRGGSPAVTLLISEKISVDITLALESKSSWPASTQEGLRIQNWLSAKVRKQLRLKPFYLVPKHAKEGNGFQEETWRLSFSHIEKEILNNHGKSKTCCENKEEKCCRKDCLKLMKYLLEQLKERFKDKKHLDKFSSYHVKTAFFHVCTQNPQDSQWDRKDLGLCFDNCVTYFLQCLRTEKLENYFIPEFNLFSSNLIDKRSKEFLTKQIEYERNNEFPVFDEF
# The depositor's hits bear a star; . = no result given; & = joins results of further samples. Rule as the data show it, unless noted: active = inhibition above about 40%; inactive = the rest.
SMILES,NPYLR7 agonist,mcGAS inh,hcGAS inh
COc1cccc(C2c3cccn3CCCN2Cc2ccc(F)c(Cl)c2)c1OC (stereo unspecified),2,.,-3
CCOc1ccc(CN(CCN2CCOCC2)Cc2nc(C(=O)O)co2)cc1,8,-6,-4
COC(=O)c1ccc(C(=O)N(CCCN(C)C)c2nc3c(C)c(C)ccc3s2)cc1,2,-7,-5
COc1cc(CC(=O)N2CCOC(c3ccccc3)C2)cc(OC)c1OC (stereo unspecified),3,-6,-5
CS(=O)(=O)CCNC(=O)c1conc1-c1ccc(Cl)cc1,7,.,-9
Cc1ccccc1-n1c(SCc2nc(C(=O)NCCc3ccc(Cl)cc3Cl)cs2)nnc1-c1cccnc1,-1,-3,3
CCCCOc1ccc(C(=O)N2CCC[C@@H]2C(=O)NCCCNC(=O)c2ccccc2)cc1,16,-7,-5
Cc1cc(C)c(S(=O)(=O)NCCCN2CCOCC2)cc1Br,13,-8,-12
Cc1cc(-c2ccccc2)[n+]2oc(C)cc2n1,-1,-6,-8
CSc1ccc(NC(=O)c2sc(C)nc2C)nn1,-6,-8,-6
C=CCN(CC(=O)N(Cc1cccn1C)CC(C)C)C(=O)c1cc(C(F)(F)F)cc(C(F)(F)F)c1,-6,-5,-9
CCOC(=O)c1ccc(N=C2SC(C(=O)Nc3ccccc3Cl)CC(=O)N2C)cc1 (stereo unspecified),2,.,-2
C=CCCC(O)(CCC=C)c1ccc(CN(CCCOC)Cc2ccccc2OC)o1,5,-3,-7
c1ccc(CCC2CCCNC2)cc1 (stereo unspecified),5,.,-5
Cc1cnc(C(=O)Nc2ccccc2OC(F)F)cn1,8,.,-16
O=C(NNC(=O)c1ccccc1C(F)(F)F)c1ccc(=O)n(Cc2ccccc2)c1,-13,-10,-7
C#CCN(C)C(=O)c1ccc(-c2ccc(OC)c(OC)c2OC)s1,19,-7,-7
N#Cc1c(CCCN)nn(-c2ccc(F)cc2)c1N,-2,5,10
COCCNC(=O)NC(=O)COC(=O)c1cc(Br)c(Br)s1,-1,.,6
COC(=O)c1cccc(COC(=O)c2[nH]c(C)c(C(C)=O)c2C)c1,2,.,6
CC(C)CC(NC1CCSCC1)c1cccnc1 (stereo unspecified),13,.,-4
Cc1c(C)n2c3c(=O)n(Cc4ccccc4)c(=O)n(C)c3nc2n1CC1CCCO1 (stereo unspecified),4,.,-2
Cc1nn(C)c(Cl)c1C(=O)Nc1ccc(C(=O)N(C)C)cc1,-3,-1,3
Cc1nc(NCCNC(=O)c2cccc(C(F)(F)F)c2)cc(-n2cccn2)n1,-7,-1,-1
O=C(c1cccc(Br)c1)N1CCC(N2CCCCC2)CC1,-6,-7,-5
CCOC(=O)CCC(=O)N1CCN(c2nc(-c3cccc(F)c3)nc(C)c2C)CC1,-3,-5,-3
O=c1[nH]c(CN2CCN(S(=O)(=O)c3cccc(Cl)c3)CC2)nc2sc3c(c12)CCC3,8,.,-12
CC(=O)NNc1nc(Cl)nc(N(C)C)n1,-1,.,-7
CC(=O)Nc1n[nH]c(-c2ccc(C)cc2)n1,1,-6,-17
Cc1ccc(C(CC(=O)NC(C)c2ccccc2)c2c[nH]c3ccccc23)c(C)c1 (stereo unspecified),.,-11,-8
CN(C)c1ccc(NC(=O)CSc2nc(N)c(C(=O)Nc3nccs3)s2)cc1,-9,-1,-7
Cc1c(C(=O)NNc2ccccc2C(F)(F)F)ncn1Cc1ccc(Cl)cc1,5,.,-4
O=C(Nn1cnc2c(cnn2-c2cccc(Cl)c2)c1=O)c1ccc2c(c1)OCO2,9,.,-1
CC(C)CCNCC(O)CON=C1c2ccccc2-c2ccccc21 (stereo unspecified),-2,4,22
CCOCCCN(CC(=O)N(Cc1ccccc1)Cc1sccc1C)C(=O)Nc1c(Cl)cccc1Cl,0,-5,-5
COCCn1ccnc1CN1CCN(C(=O)c2ccccc2)CC1,14,-17,-5
C[C@H](NC(=O)N1CCc2c([nH]c3ccccc23)C1c1ccccc1F)c1ccccc1 (stereo partly specified),-5,-3,-7
CNC(=O)CC1Nc2cc(C)c(C)cc2NC1=O (stereo unspecified),3,.,-3
O=C(NC1CCC(NC(=O)[C@H]2CCCN2S(=O)(=O)c2ccc(Cl)cc2)CC1)c1ccccc1 (stereo partly specified),-1,-5,-6
CC(Sc1nncn1C)C(=O)N(C)c1ccccc1 (stereo unspecified),-2,.,6

# Complete entries, quoted from the list:
# Record of `O=C(NC1CCC(NC(=O)[C@H]2CCCN2S(=O)(=O)c2ccc(Cl)cc2)CC1)c1ccccc1` (stereo partly specified) : NPYLR7 agonist: -1; mcGAS inh: -5; hcGAS inh: -6
# Record of `Cc1c(C)n2c3c(=O)n(Cc4ccccc4)c(=O)n(C)c3nc2n1CC1CCCO1` (stereo unspecified) : NPYLR7 agonist: 4; mcGAS inh: .; hcGAS inh: -2

# Remaining list, next part
SMILES,NPYLR7 agonist,mcGAS inh,hcGAS inh
Cc1c(Cc2ccccc2)sc(N)c1C(N)=O,-1,.,-10
COc1cccc2c1OC(c1ccc(F)cc1F)NC2=O (stereo unspecified),1,.,-1
CN1C(=S)N(c2ccc(Oc3ccccc3)cc2)C(=O)/C1=C\c1cccc(OCCO)c1,3,3,-4
NC(N)=NC(N)=Nc1ccccc1F,-1,-2,0
Cc1ccc(CCNC(=O)C2CCCCC2C(=O)N2CCc3c([nH]c4ccccc34)C2)cc1 (stereo unspecified),6,-5,-3
COCCCN(Cc1c(-c2ccccc2)noc1N1CCCCC1C)C(=O)NC(C)C (stereo unspecified),10,-6,-3
CCc1nc2n(n1)C(=O)C(C(c1ccco1)N1CCN(CCO)CC1)S2 (stereo unspecified),-5,-6,-5
CC=CCn1c(=O)c2c(nc3n(CCN4CCOCC4)c(C)c(C)n23)n(C)c1=O,1,.,-7
COc1cccc(CO[C@]2(C(=O)NCC3CCCO3)CC(OCc3cccc(F)c3F)[C@H](O)[C@H](O)C2)c1 (stereo partly specified),-11,1,-5
CCn1ccnc1-c1c(-c2ccccc2)ncn1CCN1CCOCC1,-1,.,-10
CC(NC(=O)c1cc(NC(=O)Nc2ccc(C(F)(F)F)cc2)ccc1N1CCCC1)c1ccccc1 (stereo unspecified),3,-6,5
CN(C)c1ccc(N2C(=O)CSC2c2cccc(NC(=O)c3ccc(Cl)c(Cl)c3)c2)cc1 (stereo unspecified),-7,-7,-3
COc1ccc(-c2nnc(NC(=O)C(C)NC(=O)COc3ccccc3)s2)cc1 (stereo unspecified),-1,-8,-3
Cc1cc(C(=O)NCc2cccnc2Oc2ccccc2)nn1C,6,.,-6
COc1ccc(Br)cc1CCC(=O)Nc1n[nH]c(C)n1,9,.,-10
CCN(CC)c1ccc(CN2CCCn3cccc3C2c2cc(OC)c(OC)c(OC)c2)cc1 (stereo unspecified),16,-6,-6
CCN(CC)C(=O)Oc1ccc2c(ccn2Cc2cc(C(F)(F)F)ccc2C(F)(F)F)c1-c1ccc(F)c(Cl)c1,16,-6,-7
CN(C)C(=O)c1csc(I)c1,-2,.,-9
O=C(Cn1cnc([N+](=O)[O-])n1)N/N=C\c1ccc(O)cc1O,-11,0,-1
O=C(NCc1cccnc1Oc1cccc(C(F)(F)F)c1)[C@H]1CCCN1,5,2,5
CCCCOc1ccc(C(=O)N2CCC3(CC2)C(=O)N(CC(=O)NCc2ccco2)CN3c2ccccc2)cc1,1,-5,-5
Cc1nc(Nc2ccccc2C(F)(F)F)sc1C(=O)N(C)C,10,-7,-12
Cc1nc2ncc3c(=O)n(-c4ccccc4F)ccc3n2n1,2,.,-4
COc1cc2c(cc1CN1CCCC1c1ccccn1)OCCCO2 (stereo unspecified),8,.,-5
CCCC(=O)Nc1ccc(-c2cccc(-c3cccc(OC)c3)n2)cc1,1,1,7
Cc1nc(CCC(=O)N2CCCC3(C2)C(=O)Nc2ccccc23)n[nH]1 (stereo unspecified),2,-2,-4
CC(C)c1ccc(C(=O)N2CCCN(CC3CC3)C(C(C)C)C2)c(=O)n1C (stereo unspecified),8,.,-7
Cc1cc(C(=O)NCC(O)c2ccc(F)c(F)c2)ccc1N1CCNC1=O (stereo unspecified),-9,.,4
Cc1cnc(NC(=O)c2cccc(CN(C)Cc3ncccc3C)c2)s1,6,-15,-1
Cc1cc(CCC(=O)Nc2nn[nH]n2)ccc1Br,-4,.,-2
COCCCN(CC(=O)N1CCc2sccc2C1c1ccc(Cl)cc1Cl)C(=O)/C=C/c1ccc([N+](=O)[O-])cc1 (stereo unspecified),-3,-2,2
CCCc1ccc(OCC(=O)c2ccc3c(c2)N(CC(=O)NC2CCCCC2)C(=O)CO3)cc1,6,.,-6
Cc1cccc(-c2noc(N3CCOCC3)c2CNCC2CC2)c1,24,.,-3
CCc1nc2n(n1)C(=O)C(C(c1ccc(C(F)(F)F)cc1)N1CCOCC1)S2 (stereo unspecified),-2,-7,-11
COCc1nc(C)nc(N2CCN(C(=O)N(C)C)CC2)c1Cc1c(F)cccc1Cl,-2,0,1
COc1cc(-c2cc(C(=O)NC(C)C(C)C)c3ccccc3n2)cc(OC)c1OC (stereo unspecified),-5,-8,-8
CC(C)SCCNS(=O)(=O)c1sc2c(c1C(=O)O)CCNC2,7,.,-9
COc1ccccc1NC(=O)Cn1nc(-c2ccccc2)c2sc(C)nc2c1=O,14,1,11
c1ccc(CNc2cc(-c3n[nH]c4ccccc34)c3cc[nH]c3n2)nc1,6,.,-3
O=C1c2ccccc2S(=O)(=O)N1CCCN1CCN(c2ncccn2)CC1,3&-15,.,-4&-4
CCOc1ccccc1N=c1scc(-c2ccc(Cl)s2)n1CCOC,0,.,-7
CCCCc1c(C)nc(N)[nH]c1=O,1,.,-4
CCOC(=O)CC(=O)N1CCN(CC(OCc2c(F)cccc2F)c2ccc(Cl)cc2)CC1 (stereo unspecified),-4,-8,-8
O=c1n(CCCN2CCN(c3cccc(Cl)c3)CC2)nc2ccccn12,-5&-10&2&5,-5&-4,-4&-2&-4&-1&11
C[n+]1ccc(C=CC(=O)c2ccc3cccc4c3c2CC4)cc1,2,61*,-8
CCOc1ccc(Cc2nnc(Nc3cccc(C)c3C)[nH]c2=O)cc1,3,.,5
NC(=O)c1cnc2n1CCN(C(=O)c1ccc3c(c1)CCO3)C2,7,.,-4
Cn1nc(C(C)(C)C)cc1C(=O)N1CCCCC1c1cc(C(=O)Nc2cccc(C#N)c2)no1 (stereo unspecified),1,-7,-8
Cc1nn(C)c(C)c1CC(=O)NCc1ccc(N(C)C)c(F)c1,5,.,-9
O=C(Nc1nc(CN2CCCCC2)cs1)C1=Cc2ccccc2OC1,4,.,-3
Cc1[nH]ncc1NS(=O)(=O)c1cc(C(F)(F)F)cc(C(F)(F)F)c1,-5,.,-5
CN(Cc1cnc(N)nc1)Cc1cccc2cnccc12,12,.,-5
CN(Cc1ccccc1)c1cc(C(C)(C)C)nc(SCc2ccc(C(=O)N3CCCC3)o2)n1,10,-5,-11
CCCc1cc(=O)[nH]c2nnc(SCC(=O)NC)n12,-12,-5,-1
COc1ccc(N2CC(NC(=O)NCc3ccc4[nH]c(C)cc4c3)CC2=O)cc1 (stereo unspecified),-1,-6,-5
Cc1ccc(-c2nc(-c3ccc(Br)o3)no2)cc1,1,.,-7
N#CCCN(CC1CCCO1)C(=O)Cc1c(F)cccc1F (stereo unspecified),15,.,-9
CCCCNC(=O)c1ccc2nc(CC)c(N(CCC(C)C)CCN(C)C)n2c1,2,-2,-6
Cc1nnc(SCc2cccc(C(=O)Nc3ccc(I)cc3C)c2)s1,14,-4,-6
COc1ccc(N2C(=O)/C(=C\c3cccnc3)SC2=S)cc1,-3,.,-6

# Structural class, the entries above with a thiophene ring, fused or not.
SMILES,NPYLR7 agonist,mcGAS inh,hcGAS inh
C#CCN(C)C(=O)c1ccc(-c2ccc(OC)c(OC)c2OC)s1,19,-7,-7
COCCNC(=O)NC(=O)COC(=O)c1cc(Br)c(Br)s1,-1,.,6
O=c1[nH]c(CN2CCN(S(=O)(=O)c3cccc(Cl)c3)CC2)nc2sc3c(c12)CCC3,8,.,-12
CCOCCCN(CC(=O)N(Cc1ccccc1)Cc1sccc1C)C(=O)Nc1c(Cl)cccc1Cl,0,-5,-5
Cc1c(Cc2ccccc2)sc(N)c1C(N)=O,-1,.,-10
CN(C)C(=O)c1csc(I)c1,-2,.,-9
COCCCN(CC(=O)N1CCc2sccc2C1c1ccc(Cl)cc1Cl)C(=O)/C=C/c1ccc([N+](=O)[O-])cc1 (stereo unspecified),-3,-2,2
CC(C)SCCNS(=O)(=O)c1sc2c(c1C(=O)O)CCNC2,7,.,-9
CCOc1ccccc1N=c1scc(-c2ccc(Cl)s2)n1CCOC,0,.,-7

# Remaining list, next part
SMILES,NPYLR7 agonist,mcGAS inh,hcGAS inh
CCCN1CSC(=S)N(CCC)C1,17,.,-1
O=C(c1ccco1)N1CCCN(Cc2cc(C#CCO)cs2)CC1,9,.,-6
CCC1CCCCN1C(=O)c1sc2nc(-c3cccc([N+](=O)[O-])c3)cn2c1C (stereo unspecified),1,-7,-4
CCOC(=O)c1ccc(CNC(=O)c2ccc3oc(C(C)C)nc3c2)o1,6,.,-8
Cc1nn(C)cc1CN1CCC(c2cccc(F)c2)Sc2ccccc21 (stereo unspecified),14,-11,-6
O=C1C2CC=CCC2C(=O)N1CN1CCc2sccc2C1c1cccs1 (stereo unspecified),3,.,-8
Cc1cccnc1CN1CCN(Cc2nc[nH]c2C)CC1,-3,.,-4
O=C(Nc1ccc(-n2cccn2)nc1)C1CC(c2cccc(F)c2)=NO1 (stereo unspecified),5,.,-2
O=C(Nc1ccccc1[N+](=O)[O-])c1cccn(OCc2ccccc2)c1=O,13,-6,-6
COCC(=O)Nc1ccc(-n2nc(OCc3ccc(F)cc3)nc2-c2ccc(C(F)(F)F)cc2)cc1,.,-5,-3
